V1aR counter = counter-screen for oxytocin receptor agonists: human V1a receptor agonists | P37288 | CHO-V1R cells, Fluo-8 calcium fluorescence, agonist mode; 0% DMSO, 100% 3 nM vasopressin | activation, % at 3 µM | actives 0.25% (n = 320,000) | AID 2797;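 active = activation above the mean activation of all tested compounds plus 3 SD, per screening run, cut at about 20% in these data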;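 also: signal is peak over basal fluorescence ratio across a 100 second FLIPR read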
Target sequence (P37288 whole entry, looked up): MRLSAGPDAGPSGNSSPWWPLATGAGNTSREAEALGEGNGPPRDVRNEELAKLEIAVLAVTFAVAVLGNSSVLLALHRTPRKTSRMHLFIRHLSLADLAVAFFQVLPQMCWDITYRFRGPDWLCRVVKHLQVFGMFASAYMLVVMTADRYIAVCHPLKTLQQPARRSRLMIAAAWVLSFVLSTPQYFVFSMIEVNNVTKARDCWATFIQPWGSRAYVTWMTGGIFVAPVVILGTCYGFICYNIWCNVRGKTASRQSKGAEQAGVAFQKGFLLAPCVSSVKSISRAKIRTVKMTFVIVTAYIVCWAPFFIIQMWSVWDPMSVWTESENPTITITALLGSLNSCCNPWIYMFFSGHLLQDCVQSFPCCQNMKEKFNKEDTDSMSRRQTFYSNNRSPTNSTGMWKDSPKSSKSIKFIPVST
GPR7 antag = human neuropeptides B/W receptor 1 antagonism; GPR7-expressing cells, fluorescence antagonist assay; P48145; inhibition, % at 4.4 µM; AID 1861; actives 1.1% (n = 290,000); in the data active = inhibition above about 16%, passing the limit was not always enough;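 also: cells stimulated with the agonist NPW; 0% = agonist with vehicle and 100% = vehicle without agonist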
Target sequence (P48145 whole entry, looked up): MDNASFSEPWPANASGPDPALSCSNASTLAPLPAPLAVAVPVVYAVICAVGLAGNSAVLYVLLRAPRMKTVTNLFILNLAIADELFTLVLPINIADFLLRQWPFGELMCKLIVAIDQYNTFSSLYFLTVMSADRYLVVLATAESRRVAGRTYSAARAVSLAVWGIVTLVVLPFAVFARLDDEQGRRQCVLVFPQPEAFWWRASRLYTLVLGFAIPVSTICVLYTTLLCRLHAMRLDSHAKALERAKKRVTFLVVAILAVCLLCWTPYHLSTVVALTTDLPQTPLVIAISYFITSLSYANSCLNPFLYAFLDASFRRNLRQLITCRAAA
NALP1 yeast inh = blocks the NALP1 inflammasome reconstituted in yeast; inhibition, % at 10 µM; S. cerevisiae NALP1/ASC/caspase-1 growth, X-gal OD620, 72 h; actives 0.61% (n = 280,000); in the data active = inhibition mostly above about 24%, no sharp cut-off; inactive = mostly below about 32%; also: some compounds called inactive have numbers as strong as hits
OXTR potentiator = human OXTR potentiation. actives 0.061% (n = 320,000). AID 2445. P30559. activation, % at 3 µM. CHO-OTR cells, Fluo-8 calcium fluorescence, potentiator mode; 0% = oxytocin EC15, 100% = EC100;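 active = activation above that plate's cutoff, the mean activation of tested compounds plus 3 SD, cut at about 6.6% in these data, passing the limit was not always enough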;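 also: 100% uses oxytocin at 75 nM as the full agonist control; some results filed as inactive read as strong as hits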
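Replication – single well per compound, singlicate · Assay system – CHO cell line stably expressing human OTR · Timing – 6 min pre-incubation, 100 s read · Measure – normalized max/min fluorescence ratio, % activation · Doses – 3.0 µM, one dose · Detection – Fluo-8 calcium dye fluorescence · Probe or stimulus – oxytocin near EC15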
M18AAP inhibitor = blocks P. falciparum M18 aspartyl aminopeptidase; inhibition, % at 7.35 µM; AID 1822; actives 1.2% (n = 290,000); recombinant PfM18AAP, H-Glu-NHMec fluorogenic cleavage;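 active = inhibition above the campaign mean inhibition over all tested compounds plus 3 SD, cut at about 28% in these data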;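 also: 0% = plate median of test compound wells and 100% = 2 mM ZnCl2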
OXTR ag = human OXTR agonism; P30559; activation, % at 3 µM; CHO-OTR cells, Fluo-8 calcium fluorescence; normalized: DMSO 0%, oxytocin 100%; actives 0.32% (n = 320,000);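 active = activation above the mean of all tested compounds plus 3 SD, cutoff set per screening run, cut at about 20% in these data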;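 also: peak over basal fluorescence ratio from a 100 s FLIPR kinetic read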
MEKK2 WT-MEK5 = raises or lowers MEK5 binding to wildtype human MEKK2 PB1 domain; Q9Y2U5; bead flow cytometry, Alexa488-MEK5 binding to MEKK2 WT; actives lie on both sides; binding response (% of control), % at 10 µM; actives 1.1% (n = 290,000); AID 1531; in the data active = binding response below about 67% or above about 130%
MEKK2 mut-MEK5 = signal of MEK5 binding to mutant human MEKK2 PB1 domain | bead flow cytometry, Alexa488-MEK5 binding to MEKK2 mutant | percent response, % at 10 µM | actives 0.35% (n = 290,000); in the data active = percent response above about 24%, passing the limit was not always enough; also: inactives centre near 1; some results filed as inactive read as strong as hits
GalR3 antag = antagonists of human GalR3; inhibition, % at 3 µM; actives 0.44% (n = 360,000); HEK293 GalR3-CNG cAMP membrane potential fluorescence; galR3 body fused to GalR1 C-terminus; AID 651719;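 active = inhibition above the screen-wide average plus 3 SD, cut at about 13% in these data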;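 also: forskolin and galanin both at EC90 stimulate the cells; cAMP rise reported by CNG channel membrane potential dye signal; 0% = forskolin plus galanin with DMSO and 100% = forskolin alone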
Target sequence (O60755 1-299 limits assumed): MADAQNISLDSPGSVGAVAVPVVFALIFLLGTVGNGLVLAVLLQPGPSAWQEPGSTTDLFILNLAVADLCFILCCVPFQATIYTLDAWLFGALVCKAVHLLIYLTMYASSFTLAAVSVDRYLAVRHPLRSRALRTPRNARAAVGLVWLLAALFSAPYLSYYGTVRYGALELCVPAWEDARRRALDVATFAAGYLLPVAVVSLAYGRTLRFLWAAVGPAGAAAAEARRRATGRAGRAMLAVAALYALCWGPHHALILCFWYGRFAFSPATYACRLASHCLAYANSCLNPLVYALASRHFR
* = called active by the depositor; . = not tested or not shown.

canonical_smiles	V1aR counter	GPR7 antag	NALP1 yeast inh	OXTR potentiator	M18AAP inhibitor	OXTR ag	MEKK2 WT-MEK5	MEKK2 mut-MEK5	GalR3 antag
C[N+](C)(CCOc1ccccc1)Cc1ccccc1 (tested in a mixture with another compound)	1.7	4	1	-8	17	-0.4	99	-2	-4
COc1ccc(NC(=O)CN(C)C(=O)c2cccc(S(=O)(=O)N3CCN(Cc4ccccc4)CC3)c2)cc1	4.4	35*	15	-8	4	1.2	111	6	.
COc1ccc(Nc2nnc(SCC3CCCCO3)s2)cc1 (configuration not stated)	-1.5	-15	-12	-8	2	-1.6	98	-2	-4
COc1ccc(S(=O)(=O)N2CCOC2CNC(=O)C(=O)NCCCc2ccccc2)cc1 (configuration not stated)	6.1	-12	-8	-9	6	4.4	100	6	0
CCC(C)[C@H](N)c1nnc(SCC(=O)Nc2ccc(C)cc2C)o1 (some centres not stated)	-0.7	-6	-6	1	6	-0.1	101	0	-2
CCN(CC(=O)NCCC1=CCCCC1)S(=O)(=O)c1ccccc1	-0.5	-2	.	-4	-2	-0.3	98	-9	-6
N#Cc1c(N)nc(SC2CCCCC2=O)c(C#N)c1-c1ccco1 (configuration not stated)	-0.7	2	.	-20	7	-1.3	109	5	-4
COc1ccc(OC)c(N(CC(=O)NC2CC3CCC2C3)S(=O)(=O)c2ccccc2)c1 (configuration not stated)	0.0	20	-49	-11	2	-2.1	95	1	-14
O=C(c1ccccc1)c1ccc(OCC(O)CNCc2ccc(Cl)cc2)cc1 (configuration not stated)	3.1	22	23	-12	-11	8.0	128	17	-11
COC(=O)c1ccc(Cl)c(NC(=O)CSc2ncn[nH]2)c1	0.3	2	5	4	7	0.3	104	0	1
COC(=O)c1ccc2nc(C)c(C)nc2c1	0.3	-14	9	-7	2	-0.2	92	-6	-5
CC(=O)N1c2ccccc2C2(C)C(C1(C)C)C2(Cl)Cl (configuration not stated)	-1.1	-10	7	-2	6	-1.2	103	-1	-5
COc1ccc(-n2c(Cc3cccn3C)nnc2SCC(=O)Nc2ccc(C)c(Cl)c2)cc1	-0.7	5	18	-6	0	-0.3	100	3	1
COc1cc(/C=C2/C(=N)N3C=CSC3=NC2=O)ccc1OCCCOc1c(C)cccc1C	-1.1	-1	17	-12	-3	-1.2	102	2	-9
Cc1nc2sccn2c(=O)c1S(=O)(=O)Nc1cccc(Cl)c1C	0.8	8	6	-4	-4	3.0	94	4	.

Next part.
canonical_smiles	V1aR counter	GPR7 antag	NALP1 yeast inh	OXTR potentiator	M18AAP inhibitor	OXTR ag	MEKK2 WT-MEK5	MEKK2 mut-MEK5	GalR3 antag
CC1CCN(CC(=O)Nc2nn(-c3ccccc3)nc2C(N)=O)CC1	0.7	-14	12	4	3	-1.4	98	0	-6
CC(=O)N[C@H]1[C@H](OCc2ccccc2F)O[C@H](COC(C)=O)[C@@H](OC(C)=O)[C@@H]1OC(C)=O	0.4	-3	.	-3	2	0.1	104	-2	-5
CN1CCN(c2c([N+](=O)[O-])cnc3ccccc23)CC1	0.5	.	.	-5	.	-1.8	.	.	-3
COc1ccc(C(=O)Cn2cc([N+](=O)[O-])nc2C)cc1	2.0	-18	19	-13	-5	0.5	96	0	-13
O=S(=O)(c1ccccc1)c1nc(-c2ccccc2)oc1N1CCOCC1	-0.4	-1	-1	3	-1	-1.3	90	-10	-2
O=C(NC(=S)Nc1ccccc1N1CCOCC1)c1cccc([N+](=O)[O-])c1	3.6	6	11	-6	5	-0.8	98	6	-1
CCOc1ccc(NC(=O)NCCCSC2CCCCC2)cc1	0.7	-12	-9	-5	-7	-0.5	104	5	-8
COc1ccccc1CNc1ccc(C(=O)O)cc1	1.4	2	4	-10	-6	1.3	103	4	-2
COc1ccccc1N1CCN(C2CCCN(C(=O)c3cccc(-c4ccco4)c3)C2)CC1 (configuration not stated)	0.2	3	16	-4	-18	-1.4	104	3	-3
O=C(NC12CC3CC(CC(C3)C1)C2)C1=COCCO1	-0.1	7	-5	-13	-7	-1.2	101	1	-3
Cc1c(Br)c(C(F)(F)F)nn1CC(=O)N1CCCC1	1.5	-8	14	-1	-7	0.1	98	1	-1
CN1CCN(C(=O)c2cn(C)c3ccc(S(=O)(=O)N(C)C4CCCCC4)cc3c2=O)CC1	-0.2	4	-24	2	3	0.3	107	5	3
CCN1CCC(NC(=O)Nc2ccc(F)cc2)CC1	1.8	-5	19	-13	-14	0.6	91	-7	-4
CC(SCc1ccc(C(=O)O)o1)c1ccc(C(=O)O)o1 (configuration not stated)	-0.4	4	30	-17	-9	0.6	102	3	-1
Cc1ccc(C)n1-c1ccc(N2CCOCC2)nc1	0.1	-11	-1	-5	3	0.7	98	3	.

Other compounds:
canonical_smiles	V1aR counter	GPR7 antag	NALP1 yeast inh	OXTR potentiator	M18AAP inhibitor	OXTR ag	MEKK2 WT-MEK5	MEKK2 mut-MEK5	GalR3 antag
Cc1c(Cl)cccc1NC(=O)CN1C(=O)CSc2ncccc21	.	2	-16	.	-3	.	100	1	.
CN1CCCN(C(=O)CNC(=O)c2ccccc2F)CC1	-0.8	.	.	-2	.	2.0	.	.	-1
CSc1sc(-c2nnc(SCC(=O)Nc3ccccc3)n2C)c2c1C=CCC2	-2.4	-18	-1	-5	-14	-2.6	98	8	-3
COc1cccc(C2C(C(C)=O)=C(C)Nc3ncnn32)c1 (configuration not stated)	1.0	-5	24	-5	1	0.3	109	10	.
O=[N+]([O-])c1ccccc1S(=O)(=O)Oc1ccc(/C=N/n2cnnc2)cc1	3.2	-11	11	-7	-8	2.9	99	-2	-10
CC(=O)OCC(=O)Nc1cc(S(=O)(=O)N2CCCCCC2)ccc1Cl	0.7	-10	4	-3	0	1.1	104	0	3
CN(C(=O)c1ccccc1OCc1ccc(Cl)cc1)c1ccccc1	-1.5	-2	7	-14	-7	0.4	103	9	-5
CC(=O)Nc1ccc(-c2csc(N/N=C\c3ccncc3)n2)cc1	0.5	-4	.	-12	9	0.6	96	-15	1
CC(C)(NC(=O)NC(CO)c1ccccc1)c1cccc(C(C)(C)NC(=O)NC(CO)c2ccccc2)c1 (configuration not stated)	-0.4	.	.	-7	.	-0.4	.	.	-3
CCOc1ccc2cc(/C=C/C(=O)c3ccco3)c(Cl)nc2c1	-0.1	-5	-5	-3	25	0.7	.	.	0
CC1(C)Cc2nc(Cl)c(C(=O)O)cc2CO1	-1.1	-7	-2	-11	-4	-0.9	97	-1	-3
CCc1cc(CC)c(/C=N/NC(N)=O)c(CC)c1/C=N/NC(N)=O	0.7	-12	21	-17	4	-0.8	90	-3	-6
Nn1c(SCC(=O)Nc2ccc(F)cc2)nnc1C1CCCCC1	0.3	-4	4	4	1	-0.2	92	-7	-1
O=C(CCN1C(=O)/C(=C/c2ccccc2)SC1=S)NCCCN1CCOCC1	8.1	-9	12	-8	2	4.2	107	3	-5
Cc1ncc(CN2CCCC(C(=O)Nc3ccc(-c4cccc(F)c4)cc3)C2)n1C (configuration not stated)	6.2	3	23	-2	-3	3.0	135	15	0

Next results:
canonical_smiles	V1aR counter	GPR7 antag	NALP1 yeast inh	OXTR potentiator	M18AAP inhibitor	OXTR ag	MEKK2 WT-MEK5	MEKK2 mut-MEK5	GalR3 antag
CCCCN1C(=O)NC(c2cccc([N+](=O)[O-])c2)C(C(=O)OCC)=C1C (configuration not stated)	0.9	.	.	-3	.	1.3	104	7	-7
CCc1cc(C(=O)N(CC)CC(=O)Nc2ccc(OC)cc2)sc1C	0.0	.	.	-8	.	-1.4	.	.	-2
COc1cccc(NC(=O)C2(S(=O)(=O)c3ccc(Cl)cc3)CC2)c1	-1.2	-4	.	0	6	-0.4	91	-7	-5
O=C(CN1C(=O)/C(=C\c2ccc(F)cc2)Oc2ccccc21)NCc1ccco1	0.3	-11	28	1	-6	-1.4	97	-1	1
CC(=O)Nc1cccc(-c2nc3ccc(NC(C)=O)cc3[nH]2)c1	-0.7	-15	12	-2	9	0.5	106	4	1
Cc1ccc(C(=O)NNC(=O)C2CCN(c3ncccn3)CC2)cc1	0.1	1	0	-1	7	-0.8	94	-1	-6
O=C(Cn1nnc(-c2ccc(F)cc2)n1)OCC(=O)c1ccccc1	1.6	-5	6	-17	8	0.8	105	5	-7
Cn1c(C(O)C(O)c2ccccc2)nc2ccccc21 (configuration not stated)	0.2	-3	-24	-13	4	-0.6	96	-1	0
O=S(=O)(N1CCCCC1)N1CCN(S(=O)(=O)N2CCCCC2)CC1	.	-10	11	.	4	.	99	-3	-1
Nc1ccccc1NC(=O)CCn1c(=S)[nH]c2ccccc2c1=O	-0.6	-3	6	-1	13	0.9	95	-4	-3
Cc1ccccc1OCCSc1nnc(-c2cccnc2)n1N	1.4	-13	14	-4	-8	0.3	110	13	-4
COc1ccccc1-n1nnnc1SCC(=O)Nc1cc(C)on1	1.4	-14	18	1	-2	2.1	114	11	-1
Cc1ccc(S(=O)(=O)N/N=C\C=C\c2ccccc2)cc1	-0.3	-1	20	2	1	-1.2	97	0	-6
CCC(CC)c1nnc(NC(=O)[C@@H](NC(=O)c2cccc(C)c2)C(C)C)s1	-1.8	-16	10	-6	-1	-2.9	99	0	-5
CCOC(=O)Nc1ccc2c(c1)N(C(=O)CCN1CCOCC1)c1ccccc1S2=O (configuration not stated)	-1.5	7	-21	-1	-39	1.3	95	-3	-1

Further entries:
canonical_smiles	V1aR counter	GPR7 antag	NALP1 yeast inh	OXTR potentiator	M18AAP inhibitor	OXTR ag	MEKK2 WT-MEK5	MEKK2 mut-MEK5	GalR3 antag
CN(C)CCC(O)(c1ccccc1)c1ccccc1	0.1	-1	-4	0	-8	0.0	104	5	.
Cc1ccc(CSc2nnc(Nc3ccc(C)cc3)s2)cc1	-0.2	4	6	-6	8	-1.3	104	2	-6
COc1ccc(CNC(=O)C(=O)NCC2CCCN2S(=O)(=O)c2ccccc2)cc1 (configuration not stated)	-0.5	.	.	-7	.	-1.4	.	.	-1
CCCCOC(=O)/C(=C/C=C/c1ccccc1)NC(=O)c1ccccc1	-0.2	-12	-5	-7	-8	-2.0	95	-8	0
CCOc1ccc(S(=O)(=O)N2CCN(Cc3ccccc3)CC2)c2cccnc12	1.1	4	12	-8	-3	0.3	101	0	-2
CNCc1ccccc1OCc1ccc(F)cc1	-0.4	-5	11	-9	-2	-0.3	106	3	-5
Cc1ccc(S(=O)(=O)N2CCOCC2)cc1C(=O)N1C(=O)c2cccc(N)c2C1=O	1.1	-1	9	-5	-3	0.6	110	2	-2
Cc1cccc(CN2C[C@]34CC[C@@H](C[C@@H]3S2(=O)=O)O4)c1	0.0	.	7	-1	.	0.5	93	1	-3
Cc1sc[n+](CC(=O)c2ccc(Br)cc2)c1C	0.5	-9	15	1	-10	0.6	105	3	-7
CC(C)Oc1ccc(S(=O)(=O)N2CCOCC2)cc1NC(=O)C1CCCC1	-0.3	.	.	1	.	-1.4	.	.	-2
S=c1[nH]nc(-c2ccccc2)n1C1C=CCCC1 (configuration not stated)	0.0	-3	-4	-3	16	-0.1	94	-5	-5
N#C/C(=C\c1c(N2CCC(C(N)=O)CC2)nc2ccccn2c1=O)S(=O)(=O)c1ccc(Cl)cc1	1.6	-5	6	-10	-2	0.1	104	6	-4
